MITF primary: blocks human microphthalmia-associated transcription factor | AlphaScreen MITF homodimerization, bead proximity signal | inhibition, % at 2.6 µM | 650,000 tested, 0.91% active | AID 1259374; in the data active = inhibition above about 50%;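 note: 0% = vehicle wells with protein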
GPR151 activ: human GPR151 activation. activation, % at 11.2 µM. 650,000 tested, 1% active. PathHunter beta-arrestin GPR151 cells, luminescence. Q8TDV0; in the data active = activation above about 4.9%;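 note: 0% = median of compound wells and 100% = cells with positive control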
Target sequence (Q8TDV0 whole entry, looked up): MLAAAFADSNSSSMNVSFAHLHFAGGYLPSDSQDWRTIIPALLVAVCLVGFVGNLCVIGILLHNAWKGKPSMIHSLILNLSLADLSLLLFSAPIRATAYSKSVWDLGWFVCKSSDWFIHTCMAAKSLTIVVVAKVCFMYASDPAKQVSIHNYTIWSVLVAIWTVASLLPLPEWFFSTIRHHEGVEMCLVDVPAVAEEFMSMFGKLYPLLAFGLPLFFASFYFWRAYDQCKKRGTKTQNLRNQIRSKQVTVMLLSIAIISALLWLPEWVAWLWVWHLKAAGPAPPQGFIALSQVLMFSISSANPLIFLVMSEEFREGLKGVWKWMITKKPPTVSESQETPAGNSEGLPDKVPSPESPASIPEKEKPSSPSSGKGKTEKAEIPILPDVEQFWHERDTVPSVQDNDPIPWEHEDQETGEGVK
TEAD-YAP inh: TEAD-YAP interaction inhibition | HEK-TIYL cells, TEAD-Gal4/YAP UAS-luciferase luminescence | inhibition, % at 9.12 µM | 640,000 tested, 1.4% active; in the data active = inhibition above about 32%;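 note: 0% = median of test compound wells and 100% = reference inhibitor wells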
FBW7 act: human FBW7 E3 ligase activation, primary screen. Q969H0. AlphaScreen FBW7–phospho-cyclin E peptide binding, activator screen. normalized activity (activation), % at 26.1 µM. 650,000 tested, 0.13% active; in the data active = normalized activity above about 1.9%;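 note: purified mutant Fbw7 with reduced substrate affinity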
Target sequence (Q969H0 whole entry, looked up): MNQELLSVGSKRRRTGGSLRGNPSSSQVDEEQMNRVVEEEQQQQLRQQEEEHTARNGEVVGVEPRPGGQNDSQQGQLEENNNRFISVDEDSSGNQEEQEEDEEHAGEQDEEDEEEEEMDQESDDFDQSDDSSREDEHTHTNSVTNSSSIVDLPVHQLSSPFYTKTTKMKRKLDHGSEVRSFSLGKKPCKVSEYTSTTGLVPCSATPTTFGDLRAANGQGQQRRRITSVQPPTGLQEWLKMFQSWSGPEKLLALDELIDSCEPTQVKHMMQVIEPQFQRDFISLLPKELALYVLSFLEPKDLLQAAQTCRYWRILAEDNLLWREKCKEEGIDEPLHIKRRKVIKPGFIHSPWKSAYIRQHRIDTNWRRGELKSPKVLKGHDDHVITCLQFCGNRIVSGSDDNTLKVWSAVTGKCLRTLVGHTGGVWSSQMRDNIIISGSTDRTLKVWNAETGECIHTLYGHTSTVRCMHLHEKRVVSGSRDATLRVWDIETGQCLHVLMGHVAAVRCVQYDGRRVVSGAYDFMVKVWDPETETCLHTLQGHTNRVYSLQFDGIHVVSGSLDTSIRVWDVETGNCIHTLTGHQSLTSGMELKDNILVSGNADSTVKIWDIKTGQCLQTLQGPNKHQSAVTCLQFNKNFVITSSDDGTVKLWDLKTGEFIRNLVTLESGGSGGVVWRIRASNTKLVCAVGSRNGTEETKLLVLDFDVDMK
* = called active by the depositor; & = joins results of further samples.

SMILES	MITF primary	GPR151 activ	TEAD-YAP inh	FBW7 act
CC12CC(NC(=O)N1c1ccc(F)cc1)c1cc(Cl)ccc1O2 (centres undefined)	-10	0.9	-2	-0.1
COCCCNC(=O)c1ccc2c(c1)ncn2-c1ccc(C(C)C)cc1	-9	0.9	0	-0.2
Clc1ccc(-c2csc3ncnc(N4CCN(c5ccccn5)CC4)c23)cc1	8	0.3	-1	-0.1
COc1ccc(N2C(=NC(=O)CCCC(=O)O)SC3CS(=O)(=O)CC32)cc1 (centres undefined)	15	-0.3	0	0.0
COCCCNC(=O)c1c[nH]c2ccc(S(=O)(=O)N3CC(C)CC(C)C3)cc2c1=O (centres undefined)	-6	-1.1	-7	-0.1
CCOc1cc(C(=O)CCC(=O)OCC(=O)c2cccs2)ccc1O	20	1.8	0	0.2
COc1cccc(/C=C2\SC(=Nc3ccccc3)NC2=O)c1	14	-1.0	-45	-0.1
O=C(Nc1cc2ccccc2cc1NC(=O)c1ccc(S(=O)(=O)N2CCOCC2)cc1)c1ccc(S(=O)(=O)N2CCOCC2)cc1	1	-0.2	-2	-0.1
C=CCNC(=O)CN(c1ccccc1)S(=O)(=O)c1ccc(F)cc1	8	1.2	10	-0.1
Cc1cccc(Nc2nc3nonc3n3c(C)nnc23)c1C	-3	1.0	-1	-0.2
Cc1cc(=O)oc2cc(NC(=O)c3cc4cc(Cl)ccc4oc3=O)ccc12	0	3.1	-8	-0.1
CCc1noc(C)c1C(=O)OCC(=O)Nc1cc(C)on1	16	5.3*	5	0.1
CCOC(=O)Cn1nnnc1CN1CCN(Cc2ccccc2)CC1	1	1.1	2	-0.1
CC1=C(C(=O)OC2CCCCC2)C(c2ccc(Cl)cc2Cl)n2nnnc2N1 (centres undefined)	7	1.2	8	0.2
COc1ccc(C)cc1N1C(=O)NC2CC1(C)Oc1ccc([N+](=O)[O-])cc12 (centres undefined)	2	0.3	0	-0.1
Cc1nc2nc(C(F)(F)F)cc(=O)n2[nH]1	1	0.3	9	0.0
O=C(c1ccc(Cl)cc1)N1CCN2C(=O)[C@@H]3CCCN3C(=O)[C@H]2C1	-17	3.1	6	0.2
COc1cccc(CNC(=O)c2cn(C)c(=O)c3c2c2ccccc2n3C)c1	5	-0.2	8	0.1
Cc1onc(-c2ccccc2)c1C1=N/C(=C\c2ccc(Cl)cc2Cl)C(=O)O1	6	-1.3	-2	0.0
CC1(C)CNC(=O)C=C(c2ccccc2)C1	7	0.4	-8	0.2
COc1cc(C(=O)NNC2=CC(=O)CC(C)(C)C2)cc(OC)c1OC	-13	0.4	-9	0.0
COc1ccc(CCNC(=O)NCC2CN(c3ccc(Cl)c(Cl)c3)C(=O)O2)cc1 (centres undefined)	-1	-0.5	9	0.1
C=CCn1c2ccccc2n2nc(CCC(=O)O)c(=O)nc12	23	-1.4	2	0.9
CSc1ccc(C2C(C(=O)OC3CCCC3)=C(C)NC3=C2C(=O)CCC3)cc1 (centres undefined)	-3	0.5	2	0.1

Two of the compounds above, with two lines to a compound.
Screens in order – MITF primary, GPR151 activ, TEAD-YAP inh, FBW7 act
C=CCNC(=O)CN(c1ccccc1)S(=O)(=O)c1ccc(F)cc1
→ 8, 1.2, 10, -0.1
Cc1cccc(Nc2nc3nonc3n3c(C)nnc23)c1C
→ -3, 1.0, -1, -0.2

Further entries
SMILES	MITF primary	GPR151 activ	TEAD-YAP inh	FBW7 act
O=C(O)c1sc(C(=O)O)c2c1OCCO2	-6	1.5	-2	0.1
O=S1(=O)c2cccc3cccc(c23)N1Cc1ccccc1Cl	18	-2.4	-4	0.6
COc1ccc(NC(=O)c2cc(SC)ccc2Cl)cc1	-12	0.8	-8	-0.1
COc1ccc(/C=C2/SC(N3CCN(C)CC3)=NC2=O)c(OC)c1	-5	1.6	-11	-0.2
Oc1c(Cl)cc(CN2CCCCC2)c2cccnc12	110*	1.2	83*	-1.0
COC(=O)c1ccc(/C=N\NC(=O)c2ccccn2)cc1	16	-6.9	-19	-0.2
Cc1noc(C)c1CCC(=O)N1CCN(Cc2ccccc2F)C[C@@H]1C(C)C	-14	-1.6	2	0.1
O=C(c1cnsc1)N1CCC2(CC1)Nc1ccccc1-n1cccc12	16	-0.3	0	0.0
O=c1c2sc(=S)n(CCc3ccccc3)c2nc(SCc2ccc(Cl)cc2)n1-c1ccccc1	4	-0.9	-1	0.2
CCOC(=O)N1CCC(NC(=O)CN2C(=O)CCSc3ccccc32)CC1	15	-0.8	1	0.6
CN(C(=O)C1c2ccccc2C(=O)N2CCc3ccccc3C12)C1CCCCC1 (centres undefined)	9	-0.5	11	0.0
Cc1ccc(NC(=O)Cn2ncc3c2-c2ccccc2OC3)nc1	7	0.2	6	-0.2
Cc1ccc(S(=O)(=O)N(CC(O)CN2CCCC2)c2cccc3ccccc23)cc1 (centres undefined)	8	0.9	-1	-0.1
COc1cc(-c2nc(Nc3ccc(Oc4ccc(Cl)cc4)cc3)c3ccccc3n2)cc(OC)c1OC	-4	-0.5	11	0.0
O=C(NC1CCCCC1)c1ccc(CNc2nc(=S)[nH]c3ccccc23)cc1	11	-2.4	-3	-0.1
Cc1c(O)ccc2c(CN3CCC(C)CC3)cc(=O)oc12	-5	2.7	-8	0.2
COc1ccccc1CNC(=O)c1cnn2c(C)c(Cc3ccc(Cl)cc3)c(C)nc12	2	1.0	1	0.0
COc1ccc(Cl)cc1C(=O)NCCn1c(C)cc2ccccc21	16	-1.1	7	0.6
CCOc1ccc(N(CC(=O)Nc2cccc(SC)c2)S(C)(=O)=O)cc1	13	-1.4	-23	-0.1
Cc1ccc(S(=O)(=O)NCC(NC(C)(C)C)c2ccccc2)cc1 (centres undefined)	6	0.7	-4	0.1
CCN(CC)c1ccc2cc(C(=O)Nc3c(F)cccc3F)c(=O)oc2c1	-4	2.5	-9	0.1
COc1cc(C2CC(=O)NC3=C2C(=O)CC(C)(C)C3)ccc1O (centres undefined)	-9	0.2	-4	-0.2
NNC(=O)c1ccc(N2CCc3ccccc32)c([N+](=O)[O-])c1	7	-1.4	3	-0.3
CC(=O)N1CCN(Cc2ccc3c(c2)CN(Cc2c(F)ccc(F)c2F)CCO3)CC1	12	-0.4	0	0.1

Reprinted from the part before: 2 entries, followed by the next part.
SMILES	MITF primary	GPR151 activ	TEAD-YAP inh	FBW7 act
NNC(=O)c1ccc(N2CCc3ccccc32)c([N+](=O)[O-])c1	7	-1.4	3	-0.3
CC(=O)N1CCN(Cc2ccc3c(c2)CN(Cc2c(F)ccc(F)c2F)CCO3)CC1	12	-0.4	0	0.1
COc1ccc(CCNC(=O)c2cccc(N3CCN(Cc4ccc5c(c4)OCO5)CC3)n2)cc1	6	0.1	19	0.1
O=P(O)(O)c1ccccc1OCCCCCOc1ccccc1P(=O)(O)O	11	-0.1	2	0.3
Cc1nn(-c2ccccc2)c(C)c1Sc1ccccc1	2	0.9	0	0.6
Nc1ccc(C(=O)OC(=NC2CCCCC2)NC2CCCCC2)cc1	9	-0.4	-4	-0.1
C=CCNC(=O)c1c[nH]c2ccc(S(=O)(=O)N(C)c3cc(C)ccc3C)cc2c1=O	9	0.9	3	0.0
CC(C)n1c(/C=C/[C@@H](O)C[C@@H](O)CC(=O)O)c(-c2ccc(F)cc2)c2ccccc21	-6&-1&8	-0.4&-1.8&-0.1	-3	0.1&0.1&-0.1
O=C(NCC1(c2ccccc2)CCOCC1)C1CC12CCN(Cc1nccs1)CC2 (centres undefined)	12	0.0	4	0.1
Cc1ccc(C)c(N2C(=O)C3C(C2=O)C2C=CC3C23CC3)c1 (centres undefined)	-11	2.3	2	0.2
O=C(NCCC1=CCCCC1)c1coc(=O)c2ccccc12	8	1.8	-4	0.1
Cc1ccc([N+](=O)[O-])cc1NC(=O)c1ccc(C#N)cc1F	6	-0.4	5	-0.1
CCN(CC)C(=O)CSc1nc2ccccc2cc1C	-9	0.6	-8	-0.1
CCOc1ccc(/C=C2\SC(=S)N(C(CCC(=O)O)C(=O)O)C2=O)cc1 (centres undefined)	-6	1.3	0	-0.5
CC(C)OCCCNS(=O)(=O)c1ccc2[nH]c3c(c2c1)CCCC3	7	-1.6	8	-0.1
CCOc1ccc(C2CC(=O)NC(SCC(=O)OC(C)C)=C2C#N)cc1 (centres undefined)	12	0.0	-4	0.0
O=C(c1ccc2c(=O)n(Cc3ccccc3)c(=S)[nH]c2c1)N1CCc2ccccc2C1	2	-1.6	3	0.0
Cc1ccc(Nc2cc(N3CCCCCC3)c3nonc3c2[N+](=O)[O-])cc1C	11	0.7	-2	0.6
CN(C)CCN(Cc1ccccc1)C(=O)Nc1ccc(-c2cn[nH]c2)cc1	4	0.9	-1	-0.1
Cc1cc2c(cc1C)N(Cc1ccccc1)C1=NCCCN12	9	1.1	15	0.1
COc1ccc(OC(C)C(=O)Nc2ccc(C)c(Cl)c2)cc1 (centres undefined)	-11	-0.4	-1	0.5
COCCCn1c(-c2ccncc2)n[nH]c1=S	18	-0.5	5	0.2
CCC(C(=O)Nc1ccccc1O)c1ccccc1 (centres undefined)	4	-0.1	-3	0.0
CCC(=O)Nc1c(-c2cc(=O)oc3cc(C)c(Cl)cc23)oc2ccccc12	-16	-1.6	2	-0.1
CN(CCCNc1ccc([N+](=O)[O-])cc1[N+](=O)[O-])c1ccc(Cl)nn1	-10	-0.6	-4	0.2
Nc1nnc(CC(=O)N/N=C/c2cc3c(cc2[N+](=O)[O-])OCO3)s1	-2	0.1	-6	-0.3

Five compounds out of the list, arranged by length of the SMILES, largest number first.
SMILES	MITF primary	GPR151 activ	TEAD-YAP inh	FBW7 act
O=C(c1ccc2c(=O)n(Cc3ccccc3)c(=S)[nH]c2c1)N1CCc2ccccc2C1	2	-1.6	3	0.0
Nc1nnc(CC(=O)N/N=C/c2cc3c(cc2[N+](=O)[O-])OCO3)s1	-2	0.1	-6	-0.3
CN(C)CCN(Cc1ccccc1)C(=O)Nc1ccc(-c2cn[nH]c2)cc1	4	0.9	-1	-0.1
CC(C)OCCCNS(=O)(=O)c1ccc2[nH]c3c(c2c1)CCCC3	7	-1.6	8	-0.1
Cc1cc2c(cc1C)N(Cc1ccccc1)C1=NCCCN12	9	1.1	15	0.1

Of the compounds above, these have a cyano group.
SMILES	MITF primary	GPR151 activ	TEAD-YAP inh	FBW7 act
Cc1ccc([N+](=O)[O-])cc1NC(=O)c1ccc(C#N)cc1F	6	-0.4	5	-0.1
CCOc1ccc(C2CC(=O)NC(SCC(=O)OC(C)C)=C2C#N)cc1 (centres undefined)	12	0.0	-4	0.0

The listing continues:
SMILES	MITF primary	GPR151 activ	TEAD-YAP inh	FBW7 act
Cc1ccc(NC(=O)C(=O)N/N=C/c2c(O)[nH]c(=O)[nH]c2=O)cc1	2	-0.1	0	-0.2
CCN(c1c(C)n(C)n(-c2ccccc2)c1=O)S(=O)(=O)c1ccc(C)cc1	1	2.4	10	0.2
O=C1CCCc2oc3c(Cl)cc(NS(=O)(=O)c4ccc(Br)cc4)cc3c21	3	1.0	2	0.2
C=CCn1c2nc3ccccc3nc2c2cccc(C)c21	-15	-0.5	-3	0.6
COc1ccc(-c2cnnn2-c2ccc(NC(=O)c3ccc4c(c3)OCO4)cc2)cc1	12	2.5	3	0.2
O=C(O)c1ccc(CSc2nnnn2-c2cccc(O)c2)cc1	5	0.6	-5	0.1
CCOC(=O)c1cnc2c(OC)cccc2c1Nc1ccc(F)cc1Cl	0	0.1	2	0.0
O=C1C2C(C(=O)N1/N=C/c1ccc(Cl)cc1Cl)C1C=CC2C12CC2 (centres undefined)	12	1.3	-10	0.0
COc1ccc(N=Cc2ccc(OCC(N)=O)c(OC)c2)cc1	-2	3.9	6	-0.1
CS(=O)(=O)N(CC(=O)N1CCCCCC1)c1ccc(C23CC4CC(CC(C4)C2)C3)cc1	14	-1.2	0	0.2
COc1ccc(CCN2C(=O)CC(C(=O)Nc3cccc(C)c3)SC2=Nc2ccc(F)cc2)cc1OC (centres undefined)	8	0.6	5	0.3
O=C(NCc1cccnc1)c1ccc(NC2=NC3CS(=O)(=O)CC3S2)cc1 (centres undefined)	10	0.3	6	-0.1
CCOC(=O)C1=C(C)N=c2s/c(=C\c3ccc(-c4ccc(Cl)c(Cl)c4)o3)c(=O)n2C1c1ccc(Cl)cc1 (centres undefined)	12	-0.9	-2	0.2
CSc1nc2c(c(=O)[nH]1)C(c1cccc(O)c1)C1=C(CCCC1=O)N2 (centres undefined)	0	0.4	9	-0.1
CC(C)[C@@H]1NC(=O)[C@@H]2C[C@H](NCc3cccc(Cl)c3)CN2C1=O	-3	1.3	-2	-0.2
Cc1ccc(CNC(=O)CSc2nc3c(sc(=S)n3-c3ccccc3C)c(=O)n2-c2ccccc2)cc1	-7	1.2	1	-0.1
CCOC(=O)C1=C(C)NC2=C(C(=O)C(C(=O)OC)C(C)C2)C1c1ccc(O)c(OCC)c1 (centres undefined)	0&-5	-0.1&0.5	1&-13	0.0&0.1
CC(C)c1nnc(NC(=O)CCCCC(=O)Nc2nnc(C(C)C)s2)s1	-8	-0.7	-3	-0.2
Cc1ccc(CSc2nc3cc(C(=O)NCc4ccco4)ccc3c(=O)n2-c2ccc(F)cc2)cc1	1	-0.3	-2	-0.2
CCN1C=C(Cc2ccc(F)cc2)C2=C(C1)C(c1ccc(F)cc1)C(C#N)=C(N)O2 (centres undefined)	-16	0.5	1	-0.2
CCN(CC(=O)Nc1c(F)cccc1F)C(=O)COc1ccc2c(C)cc(=O)oc2c1	13	-0.4	-3	0.1
O=C1NCCCC[C@@H]1Nc1nncc(-c2ccc3ccccc3c2)n1	7	0.5	-5	0.0
O=C(N/N=C/c1ccc(OCc2ccccc2)cc1)c1ccco1	22	-3.4	-44	0.6
CC(C)(C)c1cc(/C=N\NC(=O)c2cnccn2)cc(C(C)(C)C)c1O	4	-1.6	-14	0.1
COc1ccccc1CN1CCC2(CCC(CNC(=O)Cn3cnc4ccccc43)O2)CC1 (centres undefined)	-3	0.2	2	0.0
CCCCOc1ccc(/C=C2\N=C(c3ccc(OC)cc3Cl)OC2=O)cc1	7	3.8	7	0.0
NC(=O)c1sc2nc(-c3cccs3)cc(-c3cccs3)c2c1N	-2	0.7	-1	0.1
